Rtt109 HAT inh: inhibitors of Candida albicans Rtt109/Vps75 histone acetyltransferase; Q5AAJ8; purified Rtt109/Vps75, ThioGlo CoA-SH fluorescence, 4 h; 330,000 compounds, 0.16% hits; inhibition, % at 34.9 µM;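 active = inhibition of at least 50% in every replicate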
Target sequence (Q5AAJ8 whole entry, looked up): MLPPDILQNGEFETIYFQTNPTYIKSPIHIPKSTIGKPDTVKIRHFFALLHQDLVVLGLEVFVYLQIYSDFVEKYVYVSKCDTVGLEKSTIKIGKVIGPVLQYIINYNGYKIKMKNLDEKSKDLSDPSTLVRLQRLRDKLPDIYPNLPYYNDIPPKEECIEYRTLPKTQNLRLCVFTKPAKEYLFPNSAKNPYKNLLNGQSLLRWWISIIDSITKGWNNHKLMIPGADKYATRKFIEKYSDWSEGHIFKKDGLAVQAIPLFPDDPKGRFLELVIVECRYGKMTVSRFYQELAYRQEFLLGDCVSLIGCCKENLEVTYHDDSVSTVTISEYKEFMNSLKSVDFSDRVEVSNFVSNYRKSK
SUMO Mot1 rescue: inhibitors of SUMOylation pathway: yeast Mot1-301 growth rescue; growth rescue, % at 18.8 µM; S. cerevisiae Mot1-301 growth rescue, ATP luminescence, 38.5C; percent above DMSO median, 100 means doubled; 320,000 compounds, 1% hits;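 active = every valid replicate shows activation above 250% relative to neutral control wells; inactive = the rest, any valid replicate at or below 250%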;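 also: OY570 slx delta 5 strain wells were the positive control but not used for scaling; some compounds called inactive have numbers as strong as hits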
Cardiac RTF inh: cardiac RTF calcium desensitization; P19429+P45379; IANBD-labeled cardiac RTF, Ca2+ fluorescence; inhibition, % at 7.15 µM; 340,000 compounds, 0.12% hits;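 active = inhibition above the mean inhibition of all tested compounds plus 3 SD, cut at about 17% in these data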;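 also: assay run at fixed EC70 calcium of 1.6 mM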
NSD2 inh: blocks human histone methyltransferase NSD2; O96028; NSD2 peptide methylation, AlphaScreen, 120 min; inhibition, % at 12.5 µM; 310,000 compounds, 0.54% hits; in the data active = inhibition above about 50%
Keap1 Nrf2 FP: inhibitors of human Keap1-Nrf2 protein-protein interaction; Q14145; Keap1 Kelch-Nrf2 peptide fluorescence polarization, 1536-well; inhibition, % at 9.4 µM; 340,000 compounds, 0.15% hits; AID 504523; in the data active = inhibition above about 12%;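 also: human Keap1 Kelch domain with fluorescein labeled Nrf2 9mer peptide probe; 0% = neutral control wells and 100% = peptide positive control; higher means more block of Keap1 binding to Nrf2 peptide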
C-LANA FP: blocks KSHV LANA C-terminal domain binding to DNA. inhibition, % at 9 µM. AID 504423. 340,000 compounds, 0.078% hits. MBP-C-LANA/FAM-LBS DNA binding, fluorescence polarization;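 active = highest replicate inhibition at or above 60% at 9 µM, even if other replicates fall short; inactive = all replicates below 60% inhibition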;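 also: 0% = neutral control wells and 100% = 4 µM acridine orange control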
PvdQ acylase: P. aeruginosa PvdQ acylase inhibition. purified PvdQ acylase, fluorescence plate reader. inhibition, % at 10 µM. 340,000 compounds, 0.063% hits. AID 488965; in the data active = inhibition above about 30%, passing the limit was not always enough;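 also: 0% = vehicle neutral wells and 100% = reference inhibitor wells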
dFosB act: activators of mouse delta FosB homodimer | 340,000 compounds, 0.99% hits | P13346 | activation, % at 25 µM | purified delta FosB, TAMRA-CDK5 oligo fluorescence polarization; percent of positive-control signal above neutral wells;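 active = mean activation above about 17%, with every replicate also reaching it, limit read from the data, passing the limit was not always enough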;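 also: fluorescence polarization rise as delta FosB binds a TAMRA Cdk5 AP-1 oligo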
Target sequence (P13346 whole entry, looked up): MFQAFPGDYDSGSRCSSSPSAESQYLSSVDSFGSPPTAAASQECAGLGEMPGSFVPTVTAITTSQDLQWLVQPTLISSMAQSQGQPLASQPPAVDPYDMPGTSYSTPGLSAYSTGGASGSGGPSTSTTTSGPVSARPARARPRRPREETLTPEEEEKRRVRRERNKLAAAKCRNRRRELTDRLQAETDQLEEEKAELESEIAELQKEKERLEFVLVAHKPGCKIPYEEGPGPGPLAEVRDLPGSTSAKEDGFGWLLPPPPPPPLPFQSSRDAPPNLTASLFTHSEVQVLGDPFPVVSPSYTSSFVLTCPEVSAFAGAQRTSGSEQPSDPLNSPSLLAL
PfHsp90 set2: reduces growth (ATP signal) of yeast expressing P. falciparum Hsp90. 310,000 compounds, 0.32% hits. S. cerevisiae expressing PfHsp90, BacTiter-Glo ATP, 48 h; yeast lacking PDR1 and PDR3 efflux regulators. AID 504621. inhibition, % at 9.4 µM;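 active = every replicate shows inhibition above about 80%, whatever the replicate mean, limit read from the data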;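 also: 0% = DMSO neutral controls and 100% = 20 µM radicicol positive controls; yeast relying on Plasmodium falciparum Hsp90 in place of its own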
CDK5 inh: blocks human CDK5/p35 kinase activity; inhibition, % at 10 µM; Recombinant CDK5/p35, ADP-Glo luminescence, 60 min; 330,000 compounds, 0.01% hits; Q00535+Q15078;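 active = highest replicate inhibition of at least 50% and at least 75% of replicates reaching 50%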;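 also: plate controls were DMSO neutral control for no effect and GW8510 at 10 µM for full effect; many of its hits are not listed in these tables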
cardiac RTF act: increases calcium sensitivity of human cardiac regulated thin filaments | IANBD-labeled TnC RTF fluorescence at EC20 calcium; 0% EC20 calcium, 100% full calcium | activation, % at 7.2 µM | 340,000 compounds, 0.24% hits | AID 493008;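 active = activation above the mean over all tested compounds plus 3 SD, cut at about 30% in these data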;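 also: rise in fluorescence read as greater calcium sensitivity of cardiac thin filaments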
The depositor's hits bear a star.

Results for COc1cc(-c2cc(C(=O)Nc3cc(S(=O)(=O)N4CCOCC4)ccc3C)c3ccccc3n2)cc(OC)c1OC ?
Rtt109 HAT inh: -8; Cardiac RTF inh: -5; NSD2 inh: -3; Keap1 Nrf2 FP: 0; C-LANA FP: 1.6; PvdQ acylase: 11; dFosB act: 44*; PfHsp90 set2: -4; CDK5 inh: 1.1; cardiac RTF act: -17

What do the screens show for `Cc1ccc(C(C)C)c(OCC(=O)NNC(=O)CC2OC(=O)c3ccccc32)c1` (configuration not stated)?
Rtt109 HAT inh: 17; SUMO Mot1 rescue: -5; Cardiac RTF inh: -2; NSD2 inh: -1; Keap1 Nrf2 FP: -2; C-LANA FP: 1.0; PvdQ acylase: -14; dFosB act: 0; PfHsp90 set2: -15; CDK5 inh: 1.8; cardiac RTF act: 2

Results for CN(CCc1ccccn1)C(=O)Nc1cc(Cl)cc(Cl)c1 ?
Rtt109 HAT inh: -3; SUMO Mot1 rescue: 118; Cardiac RTF inh: 5; NSD2 inh: 0; Keap1 Nrf2 FP: 0; C-LANA FP: -1.3; PvdQ acylase: -12; dFosB act: 0; PfHsp90 set2: -3; CDK5 inh: -1.4; cardiac RTF act: 9

What do the screens show for `CC(C)(O)[C@H](O)Cc1cc2ccc(=O)oc2cc1O[C@@H]1O[C@H](CO)[C@@H](O)[C@H](O)[C@H]1O`?
Rtt109 HAT inh: -28; SUMO Mot1 rescue: 12; Cardiac RTF inh: 0; Keap1 Nrf2 FP: -3; C-LANA FP: -1.5; PvdQ acylase: -7; dFosB act: -16; PfHsp90 set2: 18; CDK5 inh: -2.3; cardiac RTF act: 0

How did CCCCN(CC(=O)Nc1cccc(S(=O)(=O)N2CCCC2)c1)Cc1nc2ccccc2c(=O)[nH]1 do in these assays?
Rtt109 HAT inh: 5; Cardiac RTF inh: 10; NSD2 inh: 8; Keap1 Nrf2 FP: -5; C-LANA FP: -0.9; PvdQ acylase: -18; dFosB act: -4; PfHsp90 set2: -4; CDK5 inh: 0.3; cardiac RTF act: -22

How did O=C1c2ccccc2C(=O)N1CC1=NCCc2ccccc21 do in these assays?
Rtt109 HAT inh: -7; SUMO Mot1 rescue: -11; Cardiac RTF inh: -10; NSD2 inh: -2; Keap1 Nrf2 FP: -2; C-LANA FP: -0.4; PvdQ acylase: -9; dFosB act: -8; PfHsp90 set2: 17; CDK5 inh: -4.0; cardiac RTF act: 17

Results for O=C(CCN1C(=O)c2ccccc2S1(=O)=O)Nc1ccccc1F ?
Rtt109 HAT inh: 8; Cardiac RTF inh: -1; NSD2 inh: -1; Keap1 Nrf2 FP: 5; C-LANA FP: -1.4; PvdQ acylase: 3; dFosB act: -3; PfHsp90 set2: 21; CDK5 inh: 1.0; cardiac RTF act: 0

How did Cc1ccc(N(CC(=O)NCc2ccco2)C(=O)CCC(=O)Nc2ccccn2)cc1C do in these assays?
Rtt109 HAT inh: -1; SUMO Mot1 rescue: -4; Cardiac RTF inh: 1; NSD2 inh: 1; Keap1 Nrf2 FP: 4; C-LANA FP: 14; PvdQ acylase: -2; dFosB act: 2; PfHsp90 set2: 13; CDK5 inh: -1.2; cardiac RTF act: 0

How did CCN(CC)CCCN(C(=O)c1ccco1)c1nc(-c2ccc(C)cc2)cs1 do in these assays?
Rtt109 HAT inh: 17; Cardiac RTF inh: -2; NSD2 inh: 48; Keap1 Nrf2 FP: 0; C-LANA FP: 2.5; PvdQ acylase: -13; dFosB act: 1; PfHsp90 set2: 9; CDK5 inh: 0.1; cardiac RTF act: 2

How did Cc1ccccc1C(=O)Nn1cnc2ccccc2c1=O do in these assays?
Rtt109 HAT inh: -9; SUMO Mot1 rescue: -13; Cardiac RTF inh: -12; NSD2 inh: -3; Keap1 Nrf2 FP: 3; C-LANA FP: 0.6; PvdQ acylase: -10; dFosB act: -2; PfHsp90 set2: -21; CDK5 inh: -5.6; cardiac RTF act: 1

What do the screens show for `Cc1occc1C(=O)N1CCCC(CCC(=O)NCc2ccc(F)c(F)c2)C1` (configuration not stated)?
Rtt109 HAT inh: 4; SUMO Mot1 rescue: 47; Cardiac RTF inh: -5; Keap1 Nrf2 FP: -4; C-LANA FP: -0.6; PvdQ acylase: -10; dFosB act: -9; CDK5 inh: 0.3; cardiac RTF act: 2

Results for Cn1c(CCC(=O)O)nc2cc(S(=O)(=O)N3CCCCC3)ccc21 ?
Rtt109 HAT inh: 8; SUMO Mot1 rescue: 3; Cardiac RTF inh: -12; NSD2 inh: 1; Keap1 Nrf2 FP: -1; C-LANA FP: 0.5; PvdQ acylase: 10; dFosB act: -3; PfHsp90 set2: -12; CDK5 inh: -0.9; cardiac RTF act: -1

Three compounds from above, sorted by SMILES length, largest number first:
Results for Cn1c(CCC(=O)O)nc2cc(S(=O)(=O)N3CCCCC3)ccc21 ?
Rtt109 HAT inh: 8; SUMO Mot1 rescue: 3; Cardiac RTF inh: -12; NSD2 inh: 1; Keap1 Nrf2 FP: -1; C-LANA FP: 0.5; PvdQ acylase: 10; dFosB act: -3; PfHsp90 set2: -12; CDK5 inh: -0.9; cardiac RTF act: -1

Results for CN(CCc1ccccn1)C(=O)Nc1cc(Cl)cc(Cl)c1 ?
Rtt109 HAT inh: -3; SUMO Mot1 rescue: 118; Cardiac RTF inh: 5; NSD2 inh: 0; Keap1 Nrf2 FP: 0; C-LANA FP: -1.3; PvdQ acylase: -12; dFosB act: 0; PfHsp90 set2: -3; CDK5 inh: -1.4; cardiac RTF act: 9

How did O=C1c2ccccc2C(=O)N1CC1=NCCc2ccccc21 do in these assays?
Rtt109 HAT inh: -7; SUMO Mot1 rescue: -11; Cardiac RTF inh: -10; NSD2 inh: -2; Keap1 Nrf2 FP: -2; C-LANA FP: -0.4; PvdQ acylase: -9; dFosB act: -8; PfHsp90 set2: 17; CDK5 inh: -4.0; cardiac RTF act: 17

(more compounds)
Results for CN1C(=O)c2oc3ccccc3c(=O)c2C1c1cccnc1 (configuration not stated) ?
Rtt109 HAT inh: 32; SUMO Mot1 rescue: -2; Cardiac RTF inh: -1; NSD2 inh: 0; Keap1 Nrf2 FP: -4; C-LANA FP: 1.1; PvdQ acylase: 9; dFosB act: 4; PfHsp90 set2: 11; CDK5 inh: 2.8; cardiac RTF act: 1

Results for CCN(CC)S(=O)(=O)c1ccc(/C=C/C(=O)Nc2ccc(F)c(F)c2F)cc1 ?
Rtt109 HAT inh: -2; SUMO Mot1 rescue: -6; Cardiac RTF inh: 7; NSD2 inh: -3; Keap1 Nrf2 FP: 0; C-LANA FP: -2.0; PvdQ acylase: -13; dFosB act: -9; PfHsp90 set2: -12; CDK5 inh: 0.5; cardiac RTF act: 3

What do the screens show for `O=C(CCNS(=O)(=O)c1ccc(Br)cc1)NCc1ccco1`?
Rtt109 HAT inh: -18; SUMO Mot1 rescue: -17; Cardiac RTF inh: 1; Keap1 Nrf2 FP: 1; C-LANA FP: -0.4; PvdQ acylase: -1; dFosB act: 0; CDK5 inh: -1.0; cardiac RTF act: 1

Results for COc1ccc(C(C(=O)NCc2ccccc2)N(Cc2ccco2)C(=O)c2snc(C(N)=O)c2N)cc1OC (configuration not stated) ?
Rtt109 HAT inh: 8; SUMO Mot1 rescue: 9; Cardiac RTF inh: 1; NSD2 inh: -2; Keap1 Nrf2 FP: -4; C-LANA FP: 0.9; PvdQ acylase: -7; dFosB act: -4; PfHsp90 set2: 22; CDK5 inh: -3.0; cardiac RTF act: 3

How did COc1ccc(-c2cc3ccc(OCc4nn[nH]n4)cc3oc2=O)cc1OC do in these assays?
Rtt109 HAT inh: 7; SUMO Mot1 rescue: 537; Cardiac RTF inh: -15; NSD2 inh: -3; Keap1 Nrf2 FP: -3; C-LANA FP: -1.8; PvdQ acylase: -16; dFosB act: -3; PfHsp90 set2: -5; CDK5 inh: 0.9; cardiac RTF act: -1

Results for CC(C)n1c(CN2CCN(Cc3ccccc3)CC2)nc2ccccc21 ?
Rtt109 HAT inh: 2; SUMO Mot1 rescue: -4; Cardiac RTF inh: 5; NSD2 inh: -1; Keap1 Nrf2 FP: 3; C-LANA FP: -0.6; PvdQ acylase: 0; dFosB act: -13; PfHsp90 set2: -12; CDK5 inh: -1.3; cardiac RTF act: 2

Results for N/C(=N\OC(=O)c1ccccc1F)c1cccc([N+](=O)[O-])c1 ?
Rtt109 HAT inh: 8; SUMO Mot1 rescue: 3; Cardiac RTF inh: -4; NSD2 inh: -2; Keap1 Nrf2 FP: -1; C-LANA FP: -0.2; PvdQ acylase: 1; dFosB act: 7; PfHsp90 set2: 10; CDK5 inh: -1.5; cardiac RTF act: -1

Results for Cc1cccc(NC(=O)C2CCCN(S(=O)(=O)c3cccc4nsnc34)C2)n1 (configuration not stated) ?
Rtt109 HAT inh: 3; SUMO Mot1 rescue: -11; Cardiac RTF inh: -9; NSD2 inh: 4; Keap1 Nrf2 FP: -2; C-LANA FP: 1.3; PvdQ acylase: -9; dFosB act: -11; PfHsp90 set2: -2; CDK5 inh: -2.2; cardiac RTF act: -2

Results for CC(=O)COc1ccc(-c2csnn2)cc1 ?
Rtt109 HAT inh: -10; SUMO Mot1 rescue: 9; Cardiac RTF inh: 2; NSD2 inh: -1; Keap1 Nrf2 FP: 1; C-LANA FP: -2.5; PvdQ acylase: -4; dFosB act: -3; PfHsp90 set2: 7; CDK5 inh: -0.2; cardiac RTF act: -4

Results for CC(=O)N(C)c1ccc(OCC(O)COc2ccc(N(C)C(C)=O)cc2)cc1 ?
SUMO Mot1 rescue: 6; Cardiac RTF inh: -10; NSD2 inh: -2; Keap1 Nrf2 FP: 3; C-LANA FP: 0.3; PvdQ acylase: 2; dFosB act: -3; PfHsp90 set2: 6; CDK5 inh: 1.2; cardiac RTF act: 3

How did Cn1c(=O)c2cc(S(=O)(=O)NC(C(=O)Nc3cccnc3)c3ccccc3)ccc2n(C)c1=O (configuration not stated) do in these assays?
Rtt109 HAT inh: -10; SUMO Mot1 rescue: -7; Cardiac RTF inh: -2; Keap1 Nrf2 FP: -4; C-LANA FP: -0.2; PvdQ acylase: -18; dFosB act: 10; PfHsp90 set2: -50; CDK5 inh: 0.9; cardiac RTF act: -1

What do the screens show for `CC(C)CSc1oc(-c2ccco2)nc1S(=O)(=O)c1ccccc1`?
Rtt109 HAT inh: 5; SUMO Mot1 rescue: -24; Cardiac RTF inh: 5; Keap1 Nrf2 FP: -3; C-LANA FP: -1.8; PvdQ acylase: -5; dFosB act: -3; PfHsp90 set2: -1; CDK5 inh: -1.2; cardiac RTF act: 0

Results for COc1ccc(C(C)=O)cc1Cn1cnc2c(cnn2C)c1=O ?
Rtt109 HAT inh: -10; SUMO Mot1 rescue: -4; Cardiac RTF inh: -3; NSD2 inh: -2; Keap1 Nrf2 FP: 3; C-LANA FP: 0.3; PvdQ acylase: -4; dFosB act: 3; PfHsp90 set2: 12; CDK5 inh: -0.9; cardiac RTF act: -4

How did O=C(Cn1c(=O)sc2ccccc21)Nc1ccc(O)cc1 do in these assays?
Rtt109 HAT inh: -1; SUMO Mot1 rescue: -19; Cardiac RTF inh: 9; NSD2 inh: -1; Keap1 Nrf2 FP: -4; C-LANA FP: 0.3; PvdQ acylase: 0; dFosB act: -3; PfHsp90 set2: 16; CDK5 inh: 1.2; cardiac RTF act: 8
